Dynein cargo inh: dynein cargo transport inhibition; 3617.4 mouse cells, GR-EGFP nuclear translocation imaging; test concentration mostly 20 µM; stimulated with dexamethasone, 1 µM; hits give low values; z-score, hits read low; hit rate 0.47% among 220,000;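 active = plate z-score of nuclear minus cytoplasmic receptor signal below a set negative limit, without overly bright fluorescence or cell loss, cut at about -3.5 in these data, passing the limit was not always enough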;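 also: z-score of nuclear minus cytoplasmic ring GR-EGFP intensity difference per well; some compounds called inactive have numbers as strong as hits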
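Also added: dexamethasone, 1.0 µM final. Medium: tet-free, stripped-serum medium. Detection: fixed, Hoechst-stained cells imaged at 10x for EGFP. Read-out: nuclear-to-cytoplasmic GR-EGFP distribution per well. Times: induction 48 h, compound 1 h, agonist 30 min.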
T cell HTS: T cell immune modulators affecting CD8 T cell-vesicle binding | 2C CD8+ T cell-vesicle binding, flow cytometry; hits give low values | AID 2052 | calls only at 7 µM | hit rate 0.068% among 330,000;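 active = response, share of CD8 T cells binding vesicles, and their 90th percentile fluorescence all below set limits, cut at about 80% in these data, passing the limit was not always enough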
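Material: 2C TCR transgenic mouse naive CD8+ T cells, MACS-purified. Also added: QL9-charged Drosophila Ld/ICAM-1/B7-1 vesicles. Timing: binding 1.5 h at 37 °C. Measured by: high-throughput flow cytometry with anti-B7-1 and anti-CD8 staining. Read-out: percent CD8+ FL2 mean versus row control. Controls: Unloaded micro-vesicles (low), QL9 vesicles with 0.7% DMSO (high).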
Insulin prom up: MIN6 insulin promoter up-regulation. hit rate 0.3% among 190,000. z-score at 5 µM. AID 1625. MIN6 insulin promoter-GFP reporter, high-content imaging; hits give high values;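 active = z-score above 3 at 5 µM with at least 500 cells counted in the well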
Lipid droplet: hepatic lipid droplet formation modulation | AID 1656 | AML12 mouse hepatocytes, oleate lipid droplets, BODIPY imaging | hit rate 0.4% among 240,000 | inhibition, % at 6.5 µM;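 active = lipid droplet intensity inhibited by at least 50%, with more than 500 cells counted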
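Assay system: AML12 hepatocytes (mouse) / Also added: 100 µM oleic acid challenge / Times: overnight treatment with compound plus oleate / Detection: high-content imaging of BODIPY-stained droplets and DAPI nuclei / Evaluation: % inhibition of lipid droplet signal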
TNAP activators: human TNAP enzyme activators, primary screen, biochemical, luminescent, no phosphate acceptor, uHTS (AID 1001); purified TNAP, luminescent activation assay, no phosphate acceptor; higher activation fold means a stronger effect; activation fold at 20 µM; hits with a dose series show EC50 in µM; hit rate 0.03% among 200,000; in the data active = activation fold from about 3, or a potency from the dose series; inactive = the rest, 99 in 100 with activation fold below about 1.6; also: many of its hits are not listed in these tables
MT stabilize HCS: microtubule stabilization, imaging screen | HeLa tubulin immunostaining HCS, 24 h; share of cells brighter than vehicle mean+2SD | % tubulin-high responders, % at 10 µM | hit rate 0.83% among 200,000;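 active = plate Z-score above 3 for both tubulin-high and condensed-nucleus cell shares, with cell loss under 80%, at 10 µM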;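 also: anti alpha tubulin signal scored within the nucleus-defined area of each cell; some results filed as inactive read as strong as hits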
human PMI inhibition: inhibitors of human PMI, primary screen, biochemical, fluorescence intensity, coupled assay (AID 1209); inhibition, % at 20 µM, or IC50 in µM where a hit was titrated; hit rate 0.42% among 190,000; purified PMI enzyme, coupled fluorescence intensity; higher % means a stronger effect; in the data active = inhibition above about 50%;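 also: plate controls were DMSO vehicle for no effect and wells lacking substrate for full effect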
b-catenin transl: alters nuclear translocation of beta-catenin in HeLa cells. AID 1665. hit rate 0.3% among 190,000. nuclear translocation activity, % at 5 µM. immunofluorescence imaging;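 active = nuclear translocation activity above 50% at 5 µM, with a well cell count of 50 or more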;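 also: per-cell ratio of nuclear to cytoplasmic median beta-catenin stain intensity; plate controls were DMSO negative control for no effect and GSK-3 inhibitor IX positive control for full effect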
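Test system: human HeLa cells, endogenous beta-catenin. Times: 24 h compound exposure, 37°C. Measured by: beta-catenin immunofluorescence imaging with DAPI.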
Myeloid diff MLP: compounds promoting myeloid differentiation. calls only at 10 µM. ER-HoxA9 myeloid progenitors, lysozyme-GFP differentiation, flow cytometry. hit rate 1% among 360,000. AID 624256;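 active = normalized GFP-positive differentiation at or above the plate's own cutoff, the solvent-only control mean plus 3 SD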;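 also: cells exposed to compound for four days before flow analysis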
Dynein cargo inh cytoplasmic EGFP: further read-out of Dynein cargo inh, marked with its call; z-score; measured here: cytoplasmic GR-EGFP intensity; hits give high values
Dynein cargo inh nuclear GR-EGFP: recorded beside Dynein cargo inh, whose call it bears; z-score; measured here: nuclear GR-EGFP intensity;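 lower value marks the stronger effect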
Dynein cargo inh cell count: also measured in Dynein cargo inh; calls as there; z-score; measured here: cell count per field
Insulin prom up cell count: further read-out of Insulin prom up, marked with its call; cell count; measured here: cytotoxicity, nuclei count;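 total cells summed across four imaged fields per well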
Lipid droplet cells 6.5 µM: second read-out of Lipid droplet, no call of its own (marks repeat the call); cell count; measured here: cell count, cytotoxicity flag;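 cells counted across two imaged fields per well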
b-catenin transl cell count 5 µM: further read-out of b-catenin transl, marked with its call; cell count; measured here: cell count, cytotoxicity flag
T cell HTS vesicle-bound %: second read-out of T cell HTS, no call of its own (marks repeat the call); double positive events, %; measured here: CD8+ vesicle-bound cell fraction;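 binding gate set so that unloaded-vesicle control wells show 10% double positive cells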
MT stabilize HCS Hoechst-high %: further read-out of MT stabilize HCS, marked with its call; % Hoechst-high responders; measured here: nuclear condensation Hoechst responders;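 share of cells brighter than vehicle mean plus two SD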
MT stabilize HCS cytotoxicity %: second read-out of MT stabilize HCS, no call of its own (marks repeat the call); toxicity, %; measured here: cytotoxicity by cell density;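 0% = mean cell density of plate MIN control wells and 100% = no cells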
Myeloid diff MLP GFP+ MAC1+ %: further read-out of Myeloid diff MLP, marked with its call; GFP+ MAC1+ double positive, %; measured here: differentiation confirmed by MAC1 staining
The depositor's hits bear a star; i = inactive; nt = no result given.

SMILES	Dynein cargo inh	Dynein cargo inh cytoplasmic EGFP	Dynein cargo inh nuclear GR-EGFP	Dynein cargo inh cell count	T cell HTS	T cell HTS vesicle-bound %	Insulin prom up	Insulin prom up cell count	Lipid droplet	Lipid droplet cells 6.5 µM	TNAP activators	MT stabilize HCS	MT stabilize HCS Hoechst-high %	MT stabilize HCS cytotoxicity %	human PMI inhibition	b-catenin transl	b-catenin transl cell count 5 µM	Myeloid diff MLP	Myeloid diff MLP GFP+ MAC1+ %
Cc1sc(/N=C/c2c(O)ccc3ccccc23)c(C#N)c1C	0.23	-0.1	0.022	-0.41	i	63	nt	nt	-8	653	1.2	1.9	0.8	11	-6%	-16	1229	nt	nt
O=C(c1ccccc1)c1ccc2nc(N3CCCCC3)c3nncn3c2c1	-0.17	-0.21	0.6	0.46	i	4	-1.4	1099	-2	687	1	6.9	2.7	9.6	-11%	0.2	578	i	1.8
O=C(CN1CCc2ccccc21)NCc1ccccc1Cl	0.95	-0.15	0.73	-0.87	i	38	-0.17	1451	-20	584	1.1	6.2	1.4	12	5%	-1.1	1119	i	0.1
COc1ccc2c(c1)cc1n2CCN=C1N	0.49	-0.24	0.26	-0.2	i	19	nt	nt	nt	nt	1	2.5	3.5	4.7	10%	0.7	1113	i	8.6
CCn1c(SCC(=O)Nc2ccc3c(c2)oc2ccccc23)nnc1-c1ccc(N)cc1	0.39	-0.18	0.072	-0.17	i	13	nt	nt	5	786	1	2.0	1.1	8.9	17%	3.4	980	i	0.5
O=C(Nc1cc(S(=O)(=O)Nc2ccccc2Cl)ccc1O)c1cc2c(s1)CCCC2	-1.2	-0.3	-0.26	0.46	i	18	-0.68	1038	22	672	nt	nt	nt	nt	nt	-0.2	1279	i	0.2
Cc1nc2ccc(NC(=O)COc3ccccc3)cc2s1	-0.3	-0.12	-0.22	-0.13	nt	nt	1.9	1338	22	694	1	1.7	3.1	5.9	-8%	-3.0	1078	i	0.4
CCOC(=O)c1cnc2c(C)c(C)ccc2c1Nc1ccc(S(=O)(=O)Nc2ncccn2)cc1	0.057	-0.25	-0.11	0.14	i	42	0.49	1546	17	637	1	7.7	2.5	5.9	19%	-0.5	1029	i	0.5
O=C(O)c1cccc(NC(=S)NC(=O)c2ccc(-c3ccc(Cl)cc3)o2)c1	0.48	-0.29	0.28	-0.25	i	56	-0.26	1092	3	656	0.8	3.8	2.6	7.4	-1%	-0.5	1115	i	0.1
COc1ccc(N2CCN(C(CNS(=O)(=O)c3cc(F)ccc3F)c3cccnc3)CC2)cc1 (stereo not drawn)	-0.18	0.25	0.26	0.017	i	11	-0.7	936	-4	794	1.1	1.5	1.8	4.7	10%	nt	nt	i	1.4
Nc1ccc(Cc2nc3cc4ccccc4cc3[nH]2)cc1	0.067	-0.22	0.57	-0.57	i	27	-0.59	1399	nt	nt	1.1	1.0	0.5	6.4	15%	11	1313	nt	nt
Cc1cccc(-n2c(O)c(C=Nc3ccccc3-c3n[nH]c(=S)[nH]c3=O)c3ccccc3c2=O)n1	-0.75	-0.21	-0.51	0.69	i	42	-1.1	1404	-4	748	nt	nt	nt	nt	nt	-2.1	1142	i	0.0
Cc1ccnc2nc(C(=O)OCC(=O)NCCc3ccccc3)nn12	-0.56	-0.3	-0.52	0.66	i	28	-0.55	1578	4	672	1.6	3.4	3.4	0.3	-1%	-3.6	1111	i	0.8
CCOC(=O)Cc1csc(/N=C/c2c(O)n(-c3ccc(C)c(C)c3)c(=O)c3ccccc23)n1	-0.45	-0.27	-0.014	1	i	23	-0.89	1494	-21	664	1	3.2	4.3	7.7	-4%	1.2	1144	i	0.3
N#C/C(=C(/O)CN1C(=O)c2ccccc2C1=O)c1nc2ccccc2[nH]1	-0.63	-0.16	-0.44	0.73	i	33	0.21	1063	nt	nt	1	1.3	1.1	6.7	8%	-1.8	1174	i	0.6
CCn1c(SCC(=O)NCCOc2ccccc2)nc2ccccc2c1=O	1	-0.4	0.21	0.7	i	42	-0.91	1322	nt	nt	1.1	5.9	2.6	26	0%	-1.9	962	i	0.6
CC1=NN(C(N)=S)C(=O)C1N=Nc1ccc(O)cc1 (stereo not drawn)	1.1	-0.18	0.56	-0.16	nt	nt	-2.2	723	-11	672	0.8	1.3	1.9	3.1	0%	-1.1	995	i	0.9
C/C=C/Cn1c(N(C)Cc2ccccc2)nc2c1c(=O)[nH]c(=O)n2C	-1.1	-0.2	-0.23	1.1	i	43	nt	nt	-4	665	1.1	2.1	2.1	2.1	13%	-2.8	1061	i	2.5
COc1ccc2[nH]cc(C(O)CN3CCN(c4ccccc4)CC3)c2c1 (stereo not drawn)	-0.91	-0.15	-0.39	0.65	nt	nt	0.41	998	nt	nt	1.2	1.9	1.4	9.6	-3%	-0.9	1133	nt	nt
Cc1ccc(C(C)NC(=O)c2ccco2)cc1 (stereo not drawn)	0.32	-0.23	0.18	-0.59	i	31	nt	nt	-1	763	1.1	2.4	2.0	6.4	-9%	-3.1	548	i	1.3
O=C1N2c3ccccc3CCc3cccc(c32)C1(O)C(F)(F)F (stereo not drawn)	-0.16	-0.24	0.098	0.32	i	15	0.13	1284	-30	567	1.1	4.0	1.2	4.6	20%	nt	nt	i	1.5
O=C(CO/N=C/c1ccccc1OC(F)F)NC1CCCC1	0.099	-0.25	-0.1	0.02	i	66	0.39	1252	-1	716	1	5.9	0.7	2.5	-11%	-1.1	1125	i	0.2
CC(C)CN(CC(C)C)S(=O)(=O)N1CCC(C(=O)NCCN2CCOCC2)CC1	-0.85	-0.22	-0.37	0.53	i	49	-0.15	1631	nt	nt	1	1.2	2.0	12	-12%	-0.1	1333	i	2.5
CCOc1ccc(-c2nnn(CCC#N)n2)cc1OC	-0.38	-0.35	-0.48	0.98	i	53	-0.18	1508	20	704	1.1	0.8	1.2	5.0	13%	-0.7	1536	i	0.4
CN(Cc1ccccc1)C(=O)COC(=O)Cn1cnc2ccccc21	-1.1	-0.29	-0.59	0.74	i	60	0.33	1631	-6	663	0.9	5.2	2.3	6.5	-14%	-0.6	915	i	0.6
Cc1c(Nc2nc(-c3ccc(Cl)cc3)cs2)c(=O)n(-c2ccccc2)n1C	0.45	0.033	0.073	-0.16	i	55	0.93	1546	8	614	1	5.3	3.0	6.9	21%	-2.0	1084	i	0.2
O=C(CCn1cnnn1)Nc1ccc(Cl)cc1Cl	-1.2	-0.31	-0.29	1.4	i	56	0.5	1585	2	722	1.2	7.1	2.5	9.8	12%	1.9	861	i	0.3
O=C(c1ccccc1)N1CCN(C(=S)NCc2ccco2)CC1	0.34	-0.19	0.1	0.22	i	41	2.5	1192	-2	664	1	1.2	2.2	3.4	14%	-1.6	874	i	0.4
C=C1c2cc3c(cc2NC(=S)N1Cc1ccccc1)OCO3	2.4	-0.14	2	-2.2	i	5	nt	nt	4	748	nt	nt	nt	nt	nt	0.6	1227	i	0.2
CCN=C(NCC)SC1CC(=O)N(c2ccccc2)C1=O (stereo not drawn)	-0.41	-0.22	0.031	0.46	i	34	0.61	1238	nt	nt	1.1	2.0	1.7	8.0	-5%	-0.8	1083	i	0.5
COC(=O)c1c(NC(=O)CN2C(=O)c3ccccc3C2=O)sc(Cc2ccc3c(c2)OCO3)c1C	-0.029	-0.13	0.98	-0.15	i	38	0.79	1155	21	697	1	4.1	3.3	7.9	-6%	-0.6	527	i	4.9
Fc1ccccc1CSc1nncn1NC/C=C/c1ccccc1	-0.6	-0.19	-0.8	1	i	52	nt	nt	nt	nt	1.1	2.6	2.1	7.8	-1%	nt	nt	i	1.2
OCCN1CN=C(Nc2nc3ccccc3o2)NC1	-0.55	-0.059	-0.35	0.42	i	36	0.36	1307	nt	nt	1.1	1.7	1.2	2.3	-2%	-3.3	955	i	1.3
CCC[n+]1cn(/C(C(=S)Nc2cccc(Cl)c2C)=C(/[O-])c2ccc(OC)c(OC)c2)c2ccccc21	-0.26	-0.33	-0.57	-0.48	i	20	-0.58	1470	16	763	1.2	1.3	1.8	5.2	4%	-4.1	1101	i	0.6
CCc1ccc(CN(C)Cc2nc(Cc3ccccc3)no2)nc1	-0.81	-0.32	-0.59	0.95	i	58	-0.17	1484	22	675	1	2.4	1.9	5.3	8%	1.7	941	i	0.6
Cc1cc(C)cc(N2CCN(C(=O)N3CCOCC3)CC2)c1	-1.1	-0.3	-0.42	0.8	i	37	0.32	1074	nt	nt	1	6.7	4.2	11	3%	-0.5	1154	i	1.0
CC1CCCN(S(=O)(=O)c2ccc(NC(=O)c3cccc(-n4cnnn4)c3)cc2)C1 (stereo not drawn)	-0.5	-0.18	-0.12	0.63	i	16	nt	nt	-3	713	1	3.2	2.6	3.8	20%	4.1	1090	i	0.8

Assay outcomes from PubChem BioAssay.
